High-throughput results from PubChem.
KB-V1 MDR tox: kills drug-selected multidrug resistant KB-V1 cells. KB-V1 MDR cells viability, CellTiter-Glo, 72 h. Potency, µM (titrated, usually from 46.1 µM), inactives show at the highest dose activity change, negative = cytotoxicity, actives largely listed as cytotoxic. hit rate 3.4% among 400,000; also: potency is read from the fitted curve at half-maximal effect; % is scaled to controls: 0 for no effect and ±100 for the full control effect; nearly all actives have a fitted effect of over 60% in size
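qHTS viability screen in drug-selected KB-V1 MDR cells: 72 h compound treatment at 37 degrees C, ATP luminescence end point.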
SW480 rereplic: DNA re-replication induction in SW480 cells. SW480 DNA re-replication, Hoechst DNA content imaging, 48 h. Potency, µM (series often up to 46.1 µM), for inactives: at the highest dose re-replication activation, hits mostly activators. hit rate 1.8% among 340,000. AID 624297; also: potency is read from the fitted curve at half-maximal effect; % of control where 0% means no effect; nearly all actives have a fitted effect of over 55% in size
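Per well, 250 cells were exposed to pinned compound for 48 hr. Nuclear DNA was visualised with Hoechst (40 min, 37 C) and total object intensity recorded by fluorescence scanning.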
WRN helicase inh: inhibitors of human WRN helicase; Q14191; WRN helicase unwinding, fluorescent forked duplex, kinetic; Potency, µM (doses to about 114 µM), for inactives: top-dose activity change, negative = inhibition, most hits filed as inhibitors; hit rate 0.46% among 360,000; AID 651768; also: potency is read from the fitted curve at half-maximal effect; % is scaled to controls: 0 for no effect and ±100 for the full control effect; nearly all actives have a fitted effect of over 55% in size
Target sequence (Q14191 whole entry, looked up): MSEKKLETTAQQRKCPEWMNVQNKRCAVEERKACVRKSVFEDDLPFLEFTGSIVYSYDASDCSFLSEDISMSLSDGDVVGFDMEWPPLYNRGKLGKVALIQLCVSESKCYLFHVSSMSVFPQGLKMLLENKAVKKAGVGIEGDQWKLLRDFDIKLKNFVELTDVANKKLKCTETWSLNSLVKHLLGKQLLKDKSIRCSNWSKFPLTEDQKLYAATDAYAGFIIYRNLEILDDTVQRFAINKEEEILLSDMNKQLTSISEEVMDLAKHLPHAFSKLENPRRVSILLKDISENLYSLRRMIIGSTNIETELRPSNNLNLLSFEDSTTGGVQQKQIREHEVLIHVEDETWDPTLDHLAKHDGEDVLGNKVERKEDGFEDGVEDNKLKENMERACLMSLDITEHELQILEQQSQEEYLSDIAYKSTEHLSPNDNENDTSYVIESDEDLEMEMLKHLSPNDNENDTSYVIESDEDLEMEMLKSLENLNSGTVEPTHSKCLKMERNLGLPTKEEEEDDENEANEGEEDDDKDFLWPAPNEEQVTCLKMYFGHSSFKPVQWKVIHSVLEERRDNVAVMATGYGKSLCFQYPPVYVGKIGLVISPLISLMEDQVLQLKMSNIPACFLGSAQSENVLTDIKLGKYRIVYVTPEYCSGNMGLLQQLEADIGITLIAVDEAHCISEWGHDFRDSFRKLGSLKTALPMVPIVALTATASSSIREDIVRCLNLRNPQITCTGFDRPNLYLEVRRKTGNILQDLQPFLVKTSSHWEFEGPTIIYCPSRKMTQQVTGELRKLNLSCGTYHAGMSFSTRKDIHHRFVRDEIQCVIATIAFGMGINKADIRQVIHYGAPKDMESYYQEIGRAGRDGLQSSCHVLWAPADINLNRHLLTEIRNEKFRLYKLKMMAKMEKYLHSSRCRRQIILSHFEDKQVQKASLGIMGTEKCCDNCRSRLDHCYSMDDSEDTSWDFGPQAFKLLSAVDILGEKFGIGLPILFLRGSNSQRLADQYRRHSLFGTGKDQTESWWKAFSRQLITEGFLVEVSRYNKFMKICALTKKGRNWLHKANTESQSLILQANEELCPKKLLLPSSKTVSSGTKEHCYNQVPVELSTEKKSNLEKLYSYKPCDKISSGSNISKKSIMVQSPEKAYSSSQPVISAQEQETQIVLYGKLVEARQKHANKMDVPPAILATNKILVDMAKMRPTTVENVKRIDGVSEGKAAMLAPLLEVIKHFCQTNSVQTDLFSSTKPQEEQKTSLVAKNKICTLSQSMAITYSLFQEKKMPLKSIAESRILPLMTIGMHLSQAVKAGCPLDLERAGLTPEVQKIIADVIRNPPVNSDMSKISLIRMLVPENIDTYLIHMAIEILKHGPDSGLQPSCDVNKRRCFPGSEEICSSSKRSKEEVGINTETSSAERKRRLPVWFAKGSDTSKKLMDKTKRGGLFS
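WRN at 20 nM final preincubated with compound 15 min at room temperature; reaction started with 100 nM fluorophore/quencher forked duplex oligonucleotide and 2 mM ATP final. Unwinding followed kinetically by red fluorescence (ex 525, em 598 nm).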
KB-3-1 tox: KB-3-1 parental cell cytotoxicity | KB-3-1 viability, CellTiter-Glo ATP luminescence, 72 h | Potency, µM (highest dose often 46.1 µM), for inactives: top-dose activity change, negative = cytotoxic, usual class: cytotoxic | hit rate 1.4% among 400,000 | AID 1347075; also: potency is read from the fitted curve at half-maximal effect; % is scaled to controls: 0 for no effect and ±100 for the full control effect; nearly all actives have a fitted effect of over 60% in size
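Cells are dispensed, compounds pinned in, plates held at 37 °C for 72 h, then CellTiter-Glo is added and luminescence read after 10 minutes. Cell line: parental KB-3-1 in phenol-red-free DMEM, 10% FBS.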
IL1B secr inh: blocks inflammasome-driven IL-1 beta release | THP-1 LPS/ATP IL-1B secretion, AlphaLISA, 16 h; active compounds read low | activity change, % at 57.5 µM | hit rate 4.7% among 360,000 | AID 743279; in the data active = activity change below about -50%; inconclusive = mostly about -30% to -49%; also: % is scaled to controls: 0 for no effect and ±100 for the full control effect
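THP-1 cells pretreated 1 hr with compounds (up to 57.5 uM final), then stimulated with LPS (250 ng/mL final) plus ATP (1.25 mM final); secreted IL-1B measured by AlphaLISA after 16 hr, decreased signal indicating inhibition.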
HT1080 IDH1KD tx: HT-1080 IDH1 knockdown cell toxicity (counter line) | AID 686971 | HT-1080 IDH1 knockdown viability, ATP luminescence, 48 h | hit rate 2% among 360,000 | Potency, µM (highest dose often 46.1 µM), for the others: top-dose activity, negative = toxicity, hits mostly cytotoxic;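 also: potency is read from the fitted curve at half-maximal effect; 0% = DMSO wells and -100% = cell-free medium wells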
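IDH1KD HT-1080 cells, 750/well, RPMI + 5% FBS; compound pinned after 2 h settling; 48 h, 37 °C; CellTiter-Glo luminescence; % activity normalised to DMSO and no-cell wells; curves fitted, classed by r2 and efficacy.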
HT1080NT lethal: kills 2HG-producing HT-1080-NT fibrosarcoma cells. HT-1080-NT fibrosarcoma viability, CellTiter-Glo ATP luminescence, 48 h. Potency, µM (titrated, usually from 46.1 µM), without a hit: top-dose activity, negative = less viability, usual class: cytotoxic. hit rate 1.6% among 360,000;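 also: NT is the 2HG producing partner of a matched IDH1 knockdown line; potency is read from the fitted curve at half-maximal effect; 0% = DMSO-treated cells and -100% = media-only wells without cells; nearly all actives have a fitted effect of over 55% in size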
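HT-1080-NT fibrosarcoma cells (2HG-overproducing), 750 cells/well in RPMI with 5% FBS, dosed after 2 h and incubated 48 h at 37C. CellTiter-Glo luminescence normalized to DMSO and no-cell wells; concentration-response curves fitted and classed.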
MCF10A rerep: DNA re-replication induction in MCF 10a cells; MCF 10A DNA re-replication, Hoechst nuclear intensity, 48 h; Potency, µM (top dose mostly 46.1 µM), without a hit: at the top dose activity, positive = re-replication, hits mostly activators; hit rate 2.9% among 350,000; also: potency is read from the fitted curve at half-maximal effect; % of control where 0% means no effect; nearly all actives have a fitted effect of over 50% in size
ATXN2 expr inh: reduces ATXN2 reporter expression in HEK-293 cells; HEK-293 ATXN2-luciferase reporter, luminescence, 24 h; Potency, µM (top dose mostly 57 µM), for the others: top-dose activity change, negative = inhibition, hits mostly inhibitors; hit rate 0.72% among 360,000; AID 1745845; also: potency is read from the fitted curve at half-maximal effect; % is scaled to controls: 0 for no effect and ±100 for the full control effect; nearly all actives have a fitted effect of over 55% in size
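qHTS (up to 57 uM final) was run with 24 h compound exposure of reporter cells at 37 °C. Each well was multiplexed: SteadyGlo luminescence measured ATXN2-luciferase expression after a fluorogenic Gly-Phe-AFC viability readout (25 uM final).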
The depositor's hits bear a star; i = inactive; u = inconclusive; x = no result given; & = joins results of further samples; [ ] = remark or other dose. Unless noted, calls follow the shape of the dose curve; as a rule, active = well fitted curve in the direction sought with a large enough effect; inconclusive = small, poorly fitted or top-dose-only effect, or another doubt; inactive = no such curve, though single readings can be large; an effect the other way counts as inactive or inconclusive.

SMILES | KB-V1 MDR tox | SW480 rereplic | WRN helicase inh | KB-3-1 tox | IL1B secr inh | HT1080 IDH1KD tx | HT1080NT lethal | MCF10A rerep | ATXN2 expr inh
CC1(C)C(=O)OC(C(=O)c2ccccc2)C(C)(C)C1=O (stereo unspecified) | 1% | -6% | 4% | 1% | 19 | 3% | 11% | -5% | -5%
C=CCNc1cc(F)ccc1S(=O)(=O)NCC=C | -4% | 7% | 3% | -1% | 9 | 3% | 2% | 2% | -4%
O=C(CCN1C(=O)C2C3C=CC(C3)C2C1=O)N1CCCCC1 (stereo unspecified) | 1% | -4% | 4% | 6% | 9 | -1% | 0% | -7% | -7%
CC(=O)Oc1ccc(N2C(=O)CC(N3CCOCC3)C2=O)cc1 (stereo unspecified) | -14% | 13% | -15% | -17% | 10 | -3%[9.24 µM] | -1% | 0% | u
COc1cccc2sc(=NC(=O)CS(=O)(=O)c3ccc(F)cc3)n(C)c12 | 0% | 2% | 1% | -2% | 14 | -2% | 6% | 1% | 8%
CNC(=O)c1ccc(NC(=O)c2ccccc2OCc2c(C)noc2C)cc1 | -11% | x | 7% | 4% | u | -6% | -8% | x | x
CCCCn1nnnc1C(c1ccnc2ccccc12)N1CCN(C/C=C/c2ccccc2)CC1 (stereo unspecified) | 3% | x | -12% | 0% | -16 | -21% | u | x | -23%
COc1nc(N2CCCCCC2)nc(N2CCCCCC2)n1 | 15µM* | 19% | -1% | u | 26 | -19% | -7% | 18µM* | -21%
CCOc1ccc(-c2n[nH]c(C)c2-c2ccccn2)c(O)c1 | u | 25% | -11% | -8% | 15 | -1% | 0% | 26% | x
C(=N\Nc1nc(Nc2ccccc2)nc(N2CCOCC2)n1)/c1c[nH]c2ccccc12 | 23µM* | 0.82µM* | -8% | u | -81* | u | u | 16µM* | u
O=C(N/N=C/c1ccc2c(c1)OCO2)c1ccc(COc2cccc3cccnc23)cc1 | -1% | 1% | 12% | -2% | -18 | u | u | u | x
COc1ccc(N2CCN(c3nc4ccc(C)cn4c(=O)c3C=O)CC2)cc1 | -7% | -13% | 15% | 22% | u | 12% | 18% | 0% | -12%
Cc1nnc(SCc2ccc(F)cc2Cl)s1 | -12% | -4% | -1% | 16% | 3 | 16% | 23% | 1% | 61%[activator]
O=C(CCCO)CCCCCCCCC[C@H]1N[C@H](CO)[C@@H](O)[C@@H]1O | -10% | -5% | 8% | -4% | 9 | 6% | 11% | 6% | -1%
CN(c1ccc(F)cc1)S(=O)(=O)c1ccc(Cl)c(C(=O)NC2(C)CCS(=O)(=O)C2)c1 (stereo unspecified) | 0% | -4% | 0% | 0% | 8 | 0% | 2% | 14% | x
COC(=O)CS(=O)(=O)c1cc([N+](=O)[O-])ccc1NC(=O)OC | -1% | -2% | -4% | -15% | 16 | -4% | -6% | -4% | -13%
CC(=O)Nc1ccc(NC(=O)CSc2nnc(C3CC3)n2-c2ccccc2)cc1 | -1% | -8% | -5% | -4% | 0 | -2% | 14% | -7% | -15%
CCCCn1c(N)c(N(CCOC)C(=O)c2cccc(S(=O)(=O)N(C)c3ccccc3)c2)c(=O)[nH]c1=O | 0% | 3% | 2% | 10% | 6 | 1% | 0% | 2% | 3%
O=C(NCCc1cccc(Cl)c1)c1cccc([N+](=O)[O-])c1 | u | -1% | -11% | 15% | -15 | 3% | 2% | 13% | 6%
CC(C)NC(=O)CC(=O)N/N=C/c1ccc(F)cc1 | 21% | -1% | 5% | -1% | -6 | 2% | 8% | -3% | -4%
COc1ccc(CN2CCC2(C)C(=O)Nc2cnc3ccccc3c2)c2ccccc12 (stereo unspecified) | -24% | x | -9% | 0% | -20 | u | u | x | -24%
O=C(CCN1C(=O)C2C3CCC(C3)C2C1=O)Nc1ccc([N+](=O)[O-])cc1 (stereo unspecified) | 0% | 3% | -6% | 0% | -7 | -16% | -26% | -1% | -25%
CCOC(=O)C1CCN(S(=O)(=O)c2ccc3[nH]c(=O)oc3c2)CC1 | 1% | 0% | 7% | u | -29 | 5% | -3% | 5% | -13%
CCOC(=O)C1CCN(C(=O)COC(=O)C23CC4CC(CC(C4)C2)C3)CC1 | u | -26% | 0% | 12% | 0 | 0% | -4% | 0% | 10%
O=S(=O)(NCCSc1nc2ccccc2o1)c1ccccc1 | -12% | 0% | -14% | -5% | 0 | 4% | 2% | 23% | 2%
SMILES | KB-V1 MDR tox | SW480 rereplic | WRN helicase inh | KB-3-1 tox | IL1B secr inh | HT1080 IDH1KD tx | HT1080NT lethal | MCF10A rerep | ATXN2 expr inh
Cn1nnc(NC(=S)NC(=O)c2cccc3ccccc23)n1 | 22% | u | 2% | 10% | 12 | 21% | 11% | -11% | -10%
COc1ccc(NC(=O)CSc2nc3ccccc3c(=O)n2CCCN2CCOCC2)c(OC)c1 | -8% | -23% | -3% | 0% | -19 | -12% | 4% | u | -26%
CCNc1nc(NCC)nc(OCCNS(=O)(=O)c2cc(C)ccc2C)n1 | -5% | -19% | 0% | 7% | 29 | -16% | 2% | u | 0%
CN(C)/C=C/C(=O)c1cnc2n(c1=O)CCS2 | 13% | -5% | 13% | 18% | 9 | 7% | 8% | -16% | 2%
COC(=O)CNc1nc(Cl)nc(N2CCC(C)CC2)n1 | u | -4% | -1% | -2% | 20 | -6% | 23% | 0% | x
CCOc1ccc(CCNC(=O)CSc2cc(=O)n(C)c3ccccc23)cc1OCC | -16%&0% | -10% | -7% | u | -2 | 4% | 2% | 3% | 5%&4%
Cc1ccc(S(=O)(=O)N2CCN(C(=O)CCCOc3ccc(Cl)cc3C)CC2)cc1 | u | 22% | 3% | u | -62* | -13% | -5% | 3% | u
COC(=O)NCCOC(=O)N(O)c1ccc(Br)cc1 | 8% | -4% | -1% | -5% | 6 | -2% | 17% | -1% | 18%
Cc1cc(C)nc(SC2CCCCC2O)n1 (stereo unspecified) | 1% | -4% | -5% | 8% | 36 | 1% | 6% | 3% | 1%
COc1cccc(C(C)(O)c2nc(-c3ccoc3)cs2)c1 (stereo unspecified) | -21% | x | -12% | -1% | -17 | 9% | 21% | x | -6%
S=C(Nc1ccc2nc(-c3ccccn3)c(-c3ccccn3)nc2c1)N1CCCCCC1 | -28% | u | -3% | 12% | 0 | 1% | -8% | -4% | 5%
COc1ccc(-c2csc(-c3ccc(O)cc3)n2)cc1 | 2.6µM* | 7.3µM* | -6% | 4.1µM* | 19 | 1.6µM* | 5.2µM* | 15µM* | 4%
CC1(c2ccccc2)NC(=O)N(CC(=O)Nc2ccc([N+](=O)[O-])cc2)C1=O (stereo unspecified) | -8% | -1% | 1% | -2% | -12 | u | u | 10% | -8%
Nc1nc(N2CCN(C/C=C/c3ccccc3)CC2)nc2ccccc12 | -2% | -1% | -1% | u | -4 | u | u | u | -18%
COc1ccc(S(=O)(=O)N2CCOCC2)cc1C(=O)NC1CCCCCC1 | 6% | 0% | 0% | 14% | -8 | 0% | 13% | -1% | -21%
O=C(Nc1cccc(Cl)c1)N1CCSc2cc(Cl)ccc21 | 18µM* | 1% | -5% | -10% | -18 | 0% | 2% | 3% | -4%
c1ccc(-c2csc(-n3cnnn3)n2)cc1 | -1% | 0% | -8% | -8% | 11 | -6% | -3% | 23% | -11%
COc1ccc(/C=C2\CN(Cc3ccccc3)C/C(=C\c3ccc(OC)c(O)c3)C2=O)cc1O | -14% | 3.7µM* | -2% | 5.2µM* | -99* | 2.3µM* | u | u | 4µM*
COC(=O)c1ccc(NC(=O)c2cc[n+](Cc3ccccc3)cc2)cc1 | -2% | -32%[inhibitor] | -14% | -2% | 17 | 0% | -3% | 6% | -3%
NCCCC[C@H]1CNC(=O)C(=O)N1CCCCC1CCCCC1 | u | -10% | -4% | 0% | -25 | 3% | -2% | -2% | 3%
CCOC(=O)c1ccc(NC(=O)NNS(=O)(=O)c2cc(OC)ccc2OC)cc1 | 1% | -2% | -2% | -6% | i | 3% | 2% | -6% | 4%
CCOC(=O)CCN | 23% | -19% | -9% | 14% | 27 | 8% | 13% | -1% | 2%
N#C/C(=C\c1c[nH]c2ccccc12)C(=O)Nc1ncc(Cc2ccc(Cl)cc2Cl)s1 | u | u | -10% | -8% | -61* | u | u | 3.3µM* | -23%
COc1cc(C2CC(c3cccnc3)=NN2c2ccc(F)cc2)cc(OC)c1OC (stereo unspecified) | 2% | 8.2µM* | -1% | -6% | 26 | 0% | -1% | u | x
CC1CCC2(CC1)NC(=O)N(CC(=O)NCc1cccs1)C2=O (stereo unspecified) | 0% | -1% | -3% | -7% | 10 | 13% | 17% | -7% | -12%
Cc1cccc(NC2CNC(=O)NC2=O)c1 (stereo unspecified) | 1% | -1% | -24% | u | -1 | 4% | 8% | -74%[inhibitor] | 7%
CCCNC(=O)c1c(N)n(-c2ccc(S(N)(=O)=O)cc2)c2nc3ccccc3nc12 | 4% | 0.82µM* | 2% | 6% | 0 | 2% | 3% | u | u
Cc1c(C)n(CCc2ccccc2)c2ncnc(NN)c12 | -8% | -1% | 2% | -2% | 31 | -10% | -14% | 10% | 0%

One compound at a time, as listed above. Screens in order: KB-V1 MDR tox, SW480 rereplic, WRN helicase inh, KB-3-1 tox, IL1B secr inh, HT1080 IDH1KD tx, HT1080NT lethal, MCF10A rerep, ATXN2 expr inh
CCCNC(=O)c1c(N)n(-c2ccc(S(N)(=O)=O)cc2)c2nc3ccccc3nc12 is listed as 4%, 0.82µM*, 2%, 6%, 0, 2%, 3%, u, u
CCCCn1nnnc1C(c1ccnc2ccccc12)N1CCN(C/C=C/c2ccccc2)CC1 (stereo unspecified) is listed as 3%, x, -12%, 0%, -16, -21%, u, x, -23%
